DAX1 inh-1 = inhibitors of DAX1 repression of SF-1 activated StAR promoter; HEK293T StAR-luciferase reporter, SF-1/DAX-1 repression relief; inhibition, % at 6.8 µM; 1.1% of 370,000 active; AID 652010;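 active means inhibition above the mean over all tested compounds plus 3 SD, cut at about 3.6% in these data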;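 further: 0% = DAX-1 cells with DMSO and 100% = cells lacking DAX-1 with DMSO; higher inhibition means more luminescence from relief of DAX-1 repression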
PLC-beta3 inh = PLC-beta3 (human) inhibition, primary screen. Purified PLC-beta3, fluorogenic substrate, fluorescence. inhibition, % at 12.2 µM. 0.18% of 370,000 active; in the data active means inhibition above about 11%;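 further: 0% = median of compound wells on plate and 100% = full blocker control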
hgDAF12 agonist = hgDAF-12 agonism, primary luciferase screen | HEK293 GAL4-hgDAF12 UAS-luciferase reporter, agonist luminescence; normalized to butyrate control | activation, % at 6.8 µM | 1.8% of 370,000 active | AID 687014;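 active means activation above a cutoff set at the mean of all screened compounds plus 3 SD, cut at about 10% in these data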;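 further: 0% = DMSO wells and 100% = sodium butyrate wells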
hcDAF-12 act = H. contortus DAF-12 activation, primary screen | HEK293 hcDAF-12 lit1-tk-luc reporter, luminescence; 0% DMSO, 100% Δ7-dafachronic acid | activation, % at 6.8 µM | 1.4% of 370,000 active;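 active means activation above the mean of all tested compounds plus 3 SD, cut at about 5.5% in these data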;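 further: 100% = response to 3 µM Δ7-dafachronic acid high control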
NR1D1 modulator = modulates human Rev-erb alpha binding to DNA; P20393; Rev-erbα–FITC-DNA binding, fluorescence polarization, 90 min; activity, % at 10 µM; 0.79% of 370,000 active;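 active means activity above about 14%, limit read from the data; passing the limit was not always enough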;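 further: 0% = DMSO wells with 35 nM protein and 100% = DMSO wells with 750 nM protein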
ssDAF12 agonist = S. stercoralis DAF-12 activation, primary screen; HEK293 ssDAF-12/GRIP1 lit1-tk-luc reporter, luminescence; % of 3 µM dafachronic acid response; activation, % at 6.8 µM; 1% of 370,000 active; AID 652126;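 active means activation above the mean over all tested compounds plus 3 SD, cut at about 0.9% in these data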;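 further: 0% = DMSO-only wells and 100% = 3 µM delta7-dafachronic acid wells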
DAX1 inh-2 = inhibitors of human orphan nuclear receptor DAX1 (NR0B1); AID 504766; P51843; inhibition, % at 6.75 µM; 0.99% of 340,000 active; HEK293 Gal4-DAX1 luciferase reporter, luminescence;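 active means inhibition above the mean over all tested compounds plus 3 SD, cut at about 4.2% in these data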;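 further: 0% = DAX1-transfected cells with DMSO and 100% = empty-vector control cells with DMSO; inhibition shows as a rise in luminescence from relieved DAX1 repression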
SMARCA2 act = increases SMARCA2 function in MMTV reporter cells; AID 652017; 1% of 370,000 active; MG213 cells, MMTV-luciferase reporter, dexamethasone, overnight; activation, % at 9.1 µM; in the data active means activation above about 7.8%;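 further: 0% = vehicle wells and 100% = reference activator wells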
PLC-gamma1 inh = inhibitors of human phospholipase C gamma1; purified PLC-gamma1, fluorogenic substrate, fluorescence; inhibition, % at 12.2 µM; AID 720700; 0.84% of 370,000 active; in the data active means inhibition above about 9.5%
Target sequence (P19174 whole entry, looked up): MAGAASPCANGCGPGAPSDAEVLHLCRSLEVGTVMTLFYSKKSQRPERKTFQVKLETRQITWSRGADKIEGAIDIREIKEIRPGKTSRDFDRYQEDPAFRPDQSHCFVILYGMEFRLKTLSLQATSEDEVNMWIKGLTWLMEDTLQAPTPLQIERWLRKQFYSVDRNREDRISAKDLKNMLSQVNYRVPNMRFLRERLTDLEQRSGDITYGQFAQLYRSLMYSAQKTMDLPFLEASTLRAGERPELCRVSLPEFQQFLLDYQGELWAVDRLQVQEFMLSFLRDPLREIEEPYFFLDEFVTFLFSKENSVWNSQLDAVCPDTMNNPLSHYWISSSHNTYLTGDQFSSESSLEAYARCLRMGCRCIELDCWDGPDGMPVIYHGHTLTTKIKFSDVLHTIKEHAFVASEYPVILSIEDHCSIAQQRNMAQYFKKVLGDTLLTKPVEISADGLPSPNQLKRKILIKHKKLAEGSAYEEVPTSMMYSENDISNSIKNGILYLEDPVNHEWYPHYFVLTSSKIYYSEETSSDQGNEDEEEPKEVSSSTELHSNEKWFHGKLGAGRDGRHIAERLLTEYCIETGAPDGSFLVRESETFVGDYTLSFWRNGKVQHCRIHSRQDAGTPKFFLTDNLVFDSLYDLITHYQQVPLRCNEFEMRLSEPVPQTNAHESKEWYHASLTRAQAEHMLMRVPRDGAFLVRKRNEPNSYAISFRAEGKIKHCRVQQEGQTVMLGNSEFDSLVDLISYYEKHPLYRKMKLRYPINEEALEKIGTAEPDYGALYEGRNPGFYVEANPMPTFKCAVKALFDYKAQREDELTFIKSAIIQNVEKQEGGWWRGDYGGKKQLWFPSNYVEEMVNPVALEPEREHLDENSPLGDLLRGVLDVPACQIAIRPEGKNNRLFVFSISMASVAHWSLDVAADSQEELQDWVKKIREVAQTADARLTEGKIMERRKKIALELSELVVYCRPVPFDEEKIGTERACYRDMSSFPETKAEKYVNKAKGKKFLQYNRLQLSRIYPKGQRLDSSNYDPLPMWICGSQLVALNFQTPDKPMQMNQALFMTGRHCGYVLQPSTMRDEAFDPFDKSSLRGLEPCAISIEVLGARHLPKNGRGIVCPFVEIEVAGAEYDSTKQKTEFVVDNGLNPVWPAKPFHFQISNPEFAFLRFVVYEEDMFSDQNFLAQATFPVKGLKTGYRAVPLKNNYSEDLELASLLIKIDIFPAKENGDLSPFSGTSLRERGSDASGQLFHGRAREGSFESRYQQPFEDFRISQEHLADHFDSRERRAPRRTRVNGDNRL
ADAM17 inh = inhibits human ADAM17. P78536. recombinant ADAM17, EDANS/DABCYL FRET peptide cleavage. inhibition, % at 6.95 µM. 0.83% of 370,000 active;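 active means inhibition above the mean of compounds lying between control limits plus 3 SD, set per campaign, cut at about 8.5% in these data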;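 further: 0% = DMSO-only wells as the low control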
MBD2 DNA inh = MBD2-methylated oligo binding inhibition. inhibition, % at 4.4 µM. Q9UBB5. 0.31% of 370,000 active. TR-FRET, MBD2 binding to methylated oligonucleotide; in the data active means inhibition above about 13%
Starred values were filed as active, the others as inactive; i = inactive; / = not tested or not shown.

canonical_smiles,SMARCA2 act,DAX1 inh-2,MBD2 DNA inh,ssDAF12 agonist,hgDAF12 agonist,PLC-beta3 inh,NR1D1 modulator,hcDAF-12 act,PLC-gamma1 inh,DAX1 inh-1,ADAM17 inh
Cc1ccc(-n2ncc3c(SCC(=O)NNC(=O)c4ccco4)ncnc32)cc1,2.1,1.8,2.1,0.0,2.7,-3.3,9.8,2.5,2.5,1.7,1.7
CCCn1cc(C(=O)Nc2ccc(Oc3cccnc3)cc2)c2ccccc21,-0.3,/,0.5,-1.3,1.0,-5.5,6.1,0.4,-1.1,-1.2,2.1
CCSC1=C(C#N)C(c2cccc(OC)c2)CC(=O)N1 (centres undefined),-0.6,1.5,0.5,-0.5,-2.4,-0.2,1.8,-1.0,0.7,0.2,2.1
COc1ccccc1N1C[C@@H]2C[C@@H](c3ccco3)N3CCC[C@@]23C1=O,0.3,4.9*,-4.2,-0.6,-1.4,-1.1,0.1,-1.1,-1.6,-0.3,-4.2
CN(C)C(=O)c1cc(S(=O)(=O)N(C)C)c(Cl)cc1N1CCCC1,-0.9,-0.7,-0.6,-0.9,-1.7,-2.0,-0.7,-0.7,0.0,1.0,-4.7
Cc1cc(C)cc(OCC(=O)OC(C)C(=O)Nc2ccc(Cl)cn2)c1 (centres undefined),-0.5,0.8,-1.4,-1.2,0.0,-2.3,6.3,-1.4,-0.8,1.1,0.2
C#CCNc1nc(CC)nc2c1nnn2Cc1ccccc1F,2.7,-0.2,-5.1,-1.6,-2.7,5.4,-0.2,-2.0,-0.1,-0.9,2.0
Cc1ccccc1C(=O)OCC(=O)NCc1ccco1,-2.3,1.6,0.6,-0.8,-1.2,1.5,-3.0,1.4,-3.7,1.5,0.5
CC(=O)CC(c1ccccc1)S(=O)(=O)c1ccc(C)cc1 (centres undefined),-7.2,1.9,-3.2,-1.1,-1.0,5.2,1.4,-0.8,-0.9,-0.6,-10.7
COc1ccc(OC)c(NC(=O)CCN2C(=O)c3ccccc3C2=O)c1,-0.6,-0.8,0.8,-1.5,-1.4,-1.6,1.9,-2.0,0.0,0.0,-2.8
O=C(O)c1ccc(C(S(=O)(=O)c2ccccc2)S(=O)(=O)c2ccccc2)cc1,-3.2,0.6,4.3,-0.8,3.4,-1.8,-3.3,-0.9,1.2,0.4,-4.7
COc1ccc(-c2c[n+]3c(n2-c2ccc(C)cc2)CCCCC3)cc1,-8.5,-7.3,-4.2,-2.9,-8.9,-5.5,-1.2,-6.2,-0.6,-1.6,1.2
Cc1ccc(CNCCCSc2nc(C)cc(C)n2)cc1,1.8,2.2,-3.7,-0.2,-1.3,0.7,-2.6,-0.9,3.9,-0.2,-1.5
COc1cc2c(cc1OC)CN(c1ccc(C(N)=O)cc1[N+](=O)[O-])CC2,-1.9,-2.1,-8.7,-1.1,-1.9,-212.2,-1.3,-3.8,-142.3,-0.9,-50.1
COCCNC(=S)N/N=C(\C)c1ccc2cc(OC)ccc2c1,-2.0,-1.6,2.4,-2.0,-0.7,-161.4,-2.0,-2.9,-134.4,-1.5,-140.8
Clc1ccccc1CSc1nnc(-c2ccco2)c(-c2ccco2)n1,-1.0,-0.6,-5.5,0.4,-1.5,-24.3,-21.9,-0.7,-13.2,0.3,-4.4
O=C(O)CNC(=O)c1ccc(NC(=O)/C(=C/c2ccccc2)NC(=O)c2ccco2)cc1,0.1,0.1,1.4,-1.0,1.4,-1.9,5.0,0.1,-2.2,1.4,-1.6
COC(CNC(=O)CN1C(=O)COc2ccc(S(=O)(=O)N3CCOCC3)cc21)OC,-1.0,0.2,-2.8,-0.8,2.2,-2.3,4.9,-0.1,2.1,0.2,4.0
O=C1OCCN1C(=O)[C@H]1[C@H](c2ccccc2)C(c2cccc(Cl)c2)=NN1c1ccc(Br)cc1,-2.0,-0.4,0.9,-1.5,5.2,-306.6,-2.3,-2.4,-213.5,-1.7,-130.7
O=C(NCCc1cccs1)C1CC(c2ccccc2[N+](=O)[O-])=NO1 (centres undefined),7.2,2.7,3.0,0.3,5.0,0.7,-2.5,5.8*,3.8,2.5,-1.9
Cc1cc(C(=O)Oc2cccnc2)ccc1[N+](=O)[O-],-0.3,0.7,-7.2,-1.6,-0.5,-1.5,0.1,-1.3,0.3,-0.1,-2.0
COc1ccc(CSc2nnnn2C)cc1[N+](=O)[O-],-1.3,-0.3,6.3,-1.4,3.3,-1.7,-3.8,-0.8,-2.3,-1.2,-4.9
C=CCC[C@@H](Cc1ccc(F)cc1)C(=O)OC[C@@H]1CCCN1C(=O)[C@H](CC=C)CC(=O)N[C@H](CO)Cc1ccccc1,0.6,0.9,-3.4,-1.7,-1.2,-10.8,-4.7,-0.8,4.8,-0.4,9.4*
CCC(CC)C(=O)N(C)c1c(C)nc2c(OCc3ccccc3OC)cccn12,-3.2,/,4.6,-1.4,-1.2,0.3,-5.4,-1.0,-2.9,-0.3,1.7
COc1cc(NC(=O)C(C)Oc2ccccc2)c(C(=O)O)cc1OC (centres undefined),-1.2,1.3,-7.3,-1.4,0.1,-1.4,3.1,-0.9,-5.5,-0.3,0.7
Cc1cc(CN(C)C(=O)c2cc(COc3ccc(F)cc3Cl)on2)n[nH]1,3.2,2.3,-1.5,-0.2,1.8,-6.7,4.2,0.3,0.6,-0.1,-6.1
Cc1ccc(NC(=O)NC2CCCCCCC2)cc1,2.9,2.4,4.4,-0.7,3.6,-5.1,0.8,1.8,0.1,3.4,-4.3
Cc1cc(C)c[n+](C2=C([O-])c3ccccc3C(=O)/C2=N\S(=O)(=O)c2cccs2)c1,2.4,-1.4,-0.2,-0.7,-6.1,3.1,2.0,0.2,4.9,-0.6,0.5
N#CCC(=O)Nc1ccc(C(=O)OCC(=O)N(Cc2ccccc2)C2CCS(=O)(=O)C2)cc1 (centres undefined),0.4,0.8,2.2,-1.3,-2.5,-8.3,-2.2,1.4,-4.5,0.6,1.8
O=S(=O)(NCc1ccccn1)c1cccc2nsnc12,1.5,0.7,-1.0,-0.9,0.6,1.5,-3.6,-0.6,0.2,0.0,-3.6
CN(C)c1ccc(-c2cccc3nccn23)cc1,-0.8,/,2.8,-1.2,3.3,i,-3.0,2.1,i,1.6,i
COc1ccc(N(C)C(=O)C2CCCN2S(=O)(=O)c2cccc3nsnc23)cc1 (centres undefined),-0.8,-0.7,-1.9,-0.7,-0.6,-3.9,0.4,-0.9,-0.8,0.5,-2.7
O=C(Cn1cnc2ccccc2c1=O)NCC(=O)N1CCN(Cc2ccc3c(c2)OCO3)CC1,0.1,-0.6,-4.3,-1.5,-1.8,0.2,1.3,-0.5,4.8,-0.2,0.8
O=C(CCNC(=O)N1CC(=O)Nc2ccccc21)Nc1ccc(Br)cc1F,0.2,0.6,0.7,-1.1,1.9,-8.7,2.3,-1.6,-0.6,-0.2,-4.5
CC(=O)N/C(N)=N/c1nc2cc(C)ccc2o1,8.9*,1.8,3.0,0.9,10.6*,-5.5,-5.5,3.5,-1.4,2.3,-1.9
Cc1cc(=O)oc2ccc(OCC(=O)NCc3ccco3)cc12,0.8,1.9,1.0,-0.8,1.7,-13.2,-6.4,-1.9,-12.7,-0.4,-18.5
COc1ccc(OC)c(/C=C/c2ccc3cccc(O)c3n2)c1,9.1*,-1.9,0.1,-1.2,-2.3,-279.8,3.9,-1.9,-208.4,-0.9,-7.5
COc1ccc(S(=O)(=O)N2CCN(C/C=C/c3ccccc3)CC2)cc1F,-3.5,-1.0,4.6,-0.8,-1.4,-12.0,6.0,0.5,-1.4,-0.2,-3.6
CC(=O)c1ccc(OCc2cc(C(=O)N(C)C(C)c3ccon3)no2)cc1 (centres undefined),-2.7,-0.2,1.8,-1.6,1.6,-6.9,-5.8,-2.3,1.2,-1.5,-5.3
CCc1ccccc1NC(=O)CN(C)C(=O)COC(=O)c1cccnc1Cl,-2.7,0.6,-0.1,-1.8,2.9,-1.0,-10.9,-0.2,10.5*,2.1,7.0
Cc1cccc(C(=O)Nc2cccc(C(=O)N/N=C/c3ccc4c(c3)OCO4)c2)c1,1.8,1.5,-2.4,-0.5,5.0,-33.3,0.1,1.6,-18.7,0.0,-1.8
CCOc1ccc(S(=O)(=O)N2CCN(C(=O)c3cc(C4CC4)nn3-c3ccccc3)CC2)cc1,-2.7,-1.4,1.1,-1.0,-5.2,-8.4,-1.7,-1.0,-1.4,-3.7,2.1
Nc1c(C(=O)Nc2ccccc2)sc2nc(-c3ccco3)ccc12,0.0,0.8,-7.1,-0.4,3.2,i,-9.4,-0.3,i,-0.2,-44.0
O=C(NC(=S)Nc1ccc(N2CCCCC2)c(Cl)c1)c1ccc2c(c1)OCCO2,-3.8,-0.5,8.2,-0.6,-0.8,-1.2,-0.7,-2.2,0.2,-1.4,-3.1
CCOC(=O)c1ccc(Oc2cc(C)nc(SC)n2)cc1,-2.7,-0.2,6.6,-1.2,2.0,1.7,1.6,-1.0,3.0,-1.7,-2.1
CCOC(=O)/C(=C\c1ccc(N2CCC(c3ccccc3)=N2)cc1)C(C)=O,0.8,-1.7,6.9,-1.2,4.2,-76.7,-8.0,-1.2,-56.5,-0.7,-5.0
Cc1ccc(S(=O)(=O)Nc2cccc(C(=O)N3CCC(C(N)=O)CC3)c2)cc1,-3.8,0.7,-2.4,-1.4,-0.2,0.1,-7.2,-1.0,0.8,0.8,-4.8
COc1cc(OC)cc(C(=O)NCC2CCCN(Cc3cccc(C(C)=O)c3)C2)c1 (centres undefined),-0.5,0.6,-2.7,-2.1,0.6,-4.0,-1.2,-2.4,2.2,0.0,1.4
C/C(=N\NC(=O)c1cccc(O)c1)c1ccc(NC(=O)Cc2ccccc2)cc1,3.0,1.4,-2.6,-0.1,9.7,-1.0,3.7,2.1,1.1,6.8*,-0.6
CCn1cc(C(=O)NCc2ccccc2OC)c(=O)c2cc(S(=O)(=O)N(C)C)ccc21,-1.4,0.9,0.4,-0.6,-1.1,4.3,1.8,-3.2,1.9,-1.9,3.0
O=C(Nc1cccc(S(=O)(=O)N2CCCCC2)c1)c1cnccn1,3.4,-0.7,0.4,-1.7,-0.5,5.3,-3.3,-0.3,3.3,0.4,1.9
COc1ccc(NC(=O)c2cc(S(=O)(=O)N3CCCCC3)ccc2OC)cc1,2.5,0.0,0.1,-1.3,-1.4,-1.9,6.2,-3.4,2.6,0.4,4.2
CC(=O)c1ccc(N2CCN(C(=O)CCc3ccccc3)CC2)cc1,-0.9,-0.2,2.1,-1.4,-0.2,-13.8,1.2,-1.4,-9.0,0.1,-5.4
C=CCN(C(=O)CN1CCCCC1)c1nc(-c2ccccc2)cs1,2.4,0.3,-3.0,-0.6,3.0,-2.6,6.1,0.4,3.0,0.0,-1.5

DAX1 inh-2: entries above that show a hit.
SMILES,SMARCA2 act,DAX1 inh-2,MBD2 DNA inh,ssDAF12 agonist,PLC-beta3 inh,NR1D1 modulator,hcDAF-12 act,PLC-gamma1 inh,DAX1 inh-1,ADAM17 inh
COc1ccccc1N1C[C@@H]2C[C@@H](c3ccco3)N3CCC[C@@]23C1=O,0.3,4.9*,-4.2,-0.6,-1.1,0.1,-1.1,-1.6,-0.3,-4.2
